# SRC1 TRFRET art = TR-FRET detection interference compounds, primary screen, artefact control for PPARgamma SRC-1 recruitment agonists, biochemical, TR-FRET emission ratio | TR-FRET detection artefact counter-screen; active compounds read high | TR-FRET ratio at 8 µM | 99,000 compounds, 0.34% hits | AID 1051, 2008; in the data active = TR-FRET ratio above about 2300; also: inactives centre near 1800
# SRC3 TRFRET art = TR-FRET detection interference compounds, artefact control for PPARgamma SRC-3 recruitment agonists, biochemical, TR-FRET ratio; TR-FRET artefact counter-screen, PPARgamma/SRC-3 format; active compounds read high; TR-FRET ratio at 8 µM; 99,000 compounds, 0.39% hits; in the data active = TR-FRET ratio above about 2000; also: inactives centre near 1600
# Numbers without * were called inactive; & = joins results of further samples. Outcome played no part in choosing rows; any-hit rate near 0.65%.
SMILES,SRC1 TRFRET art,SRC3 TRFRET art
CCN(CC)c1ccc(CNc2nc3ccccc3n2CCN2CCCCC2)cc1,1485,1660
Cc1nn(C)c(C(=O)Nc2ccc(Cl)c([N+](=O)[O-])c2)c1Cl,1608,1362
Cc1ccc(-c2csc3nc(CSc4nnc(-c5ccc(Cl)cc5)n4C)[nH]c(=O)c23)cc1,1800,1628
CS(=O)(=O)N(CC(=O)NCC1CCCO1)c1cc(Cl)ccc1Cl (stereo unspecified),1811,1519
Cc1ccc(N=C2NC(=O)/C(=C/c3cccs3)S2)cc1C,1826,1463
CCOC(=O)c1c(-c2ccc(OC)cc2)csc1NC(=O)CCN1CCOCC1,1885,1427
Cc1nn(CC(=O)O)c(C)c1[N+](=O)[O-],1793,1624
CCOC(=O)c1cccc(NC(=O)CSc2nc3ccccc3c(=O)n2CCOC)c1,2054,1616
CCSc1nnc(NC(=O)CSc2nnc(CNC(=O)c3ccc(OC)cc3)o2)s1,1921,1696
O=C(CN1C(=O)CSc2ccc(S(=O)(=O)N3CCCCC3)cc21)NCc1cccnc1,1719,1635
CCOC(=O)C1CCCN(C2CC(=O)N(c3ccc(C(C)C)cc3)C2=O)C1 (stereo unspecified),1783,1494
Cc1ccc(OCC(=O)Nc2ccc(S(=O)(=O)Nc3ccccn3)cc2)cc1C,1993,1529
O=C(Cc1cc(=O)[nH][nH]1)N/N=C/c1c(Cl)cccc1Cl,1650&1746,1367&1681
Fc1cccc(C2CCCCN2Cc2nc(C3CC3)no2)c1 (stereo unspecified),1774,1537
Cc1ccc2c(c1)C(=O)c1ccccc1CS2=O (stereo unspecified),1808,1709
C=CCNC(=O)/C(=C\c1cccc([N+](=O)[O-])c1)NC(=O)c1ccccc1,1833,1631
COCCNC(=O)Cn1c(=O)n(CCCCCC(=O)NCc2ccc3c(c2)OCO3)c(=O)c2sccc21,1966,1479
S=C(NC1CC2CCC1C2)N1CCN(c2cccc(Cl)c2)CC1 (stereo unspecified),1704,1445
Cc1[nH]c2ccccc2c1/C=C(/C#N)C(=O)NC(C)C,1704,1560
O=C(C[n+]1ccc(-c2nnc3n2CCC3)cc1)c1ccc(Cl)c(Cl)c1,1950,1610
CC(=O)c1c(NC(=O)c2ccccc2)[nH]c(-c2ccccc2)nc1=S,1796,1421
NC(=O)COC(=O)/C=C/c1ccc2ccccc2n1,1686,1679
COc1cc(/C=N/NC(=O)c2ccc(-c3ccccc3)cc2)cc(OC)c1OC,1987,1712
N#C/C(=C\c1ccncc1)c1nc2c(s1)CCCC2,1627,1499
O=[N+]([O-])c1cc(S(=O)(=O)NC2=NCCCCC2)ccc1NCC1CCCCC1,2019,1459

# Continuation:
SMILES,SRC1 TRFRET art,SRC3 TRFRET art
O=c1[nH]c(S)nc2sc3c(c12)CCCC3,2564*,2183*
CCCc1[nH]nc2c1C(c1ccoc1)C(C#N)=C(N)O2 (stereo unspecified),1647,1615
CC(C)CN(CC(C)C)CC(O)COc1ccc([N+](=O)[O-])cc1 (stereo unspecified),1520,1641
Cc1nnc2c3ccccc3c(-c3cccs3)nn12,2018,1831
COc1ccc(OC)c(NC(=O)c2ccc(-c3cccs3)cc2)c1,2034,1828
COc1ccccc1/C=C/C(=O)NCc1cccnc1,1886,1767
O=C(NCc1ccco1)C(=O)NCc1ccccc1Cl,1645,1513
Cc1ccc(N/C=C/C(=O)c2ccccc2)cc1C,1745,1427
CCCn1cnc2cc(NC(=O)c3cccs3)ccc21,1637,1803
CCN(CC)S(=O)(=O)c1ccc(N)cc1,1707,1598
CCOC(=O)c1sc2nc(C)nc(Nc3ccccc3)c2c1C,2080,1477
COc1ccc(NC(=S)N2CCCC(c3nc4ccc(C)cc4[nH]3)C2)c(OC)c1 (stereo unspecified),1613,1404
CN(C)c1nc(-c2cccnc2)nc(-c2ccc(Cl)cc2)c1C#N,1948,1718
COc1cccc2c(C)c(C(=O)O)[nH]c12,1801,1464
CCC(=O)NNc1ncnc2c1cnn2-c1cccc(C)c1,1899,1591
O=C(O)CCCC(=O)N1N=C(c2c(-c3ccccc3)c3cc(Cl)ccc3[nH]c2=O)CC1c1cccs1 (stereo unspecified),1640,1610
Cc1nc(SCC(C)C)[nH]c(=O)c1Cc1ccccc1,1799,1484
O=[N+]([O-])c1ccc(Cl)c(S(=O)(=O)/N=C(/c2ccccc2)N2CCOCC2)c1,1717,1514
CCc1nnc(NC(=O)c2ccc(OC)cc2)s1,1481,1198
C[C@H](NC(=O)c1ccc(Br)cc1)C(=O)NCc1ccc(S(N)(=O)=O)cc1,1979,1713
O=c1c2cn[nH]c2[nH]c(=S)n1-c1ccccc1Cl,1852,1589
COC(=O)COc1ccc(S(=O)(=O)N2CCOCC2)cc1,1669,1458
CCC(C(=O)OCC(=O)Nc1cccc(C(C)=O)c1)c1ccccc1 (stereo unspecified),1772,1428
O=C(CSc1nnc(NC(=O)c2c(F)cccc2F)s1)Nc1ccc(F)cc1,1508,1566
O=C(O)CCNS(=O)(=O)c1ccc2c(c1)OCCCO2,1845,1557

# Additional structures
SMILES,SRC1 TRFRET art,SRC3 TRFRET art
CC(=O)Nc1ccc(Cl)cc1C1COC(=O)C1=N (stereo unspecified),1639,1446
O=C(NC(c1ccccc1)c1ccccc1)N1CCN(CCO)CC1,1903,1555
COc1cc2c(cc1OC)[C@H](Cc1ccc(O)cc1)NCC2,1823,1518
Cc1c(NC(=O)C2(C)CCCCC2)c(=O)n(-c2ccccc2)n1C,1639,1562
COc1ccccc1N1CCN(C(=O)NC23CC4CC(CC(C4)C2)C3)CC1,1780,1713
Fc1cccc(NC(=S)NCc2ccccn2)c1,1920,1686
COC(=O)C1=C(C)Nc2ncnn2C1c1ccc(OCc2ccccc2)cc1 (stereo unspecified),2007,1636
CCOCCCNC(=S)N1C2CCC1CC(NC(=O)Nc1ccc(C(=O)OCC)cc1)C2 (stereo unspecified),1541,1444
Cc1ccc(NC(=O)C2=C(c3ccccc3)S(=O)(=O)CCS2(=O)=O)cc1,1758,1769
O=C(COc1ccc2c(C(F)(F)F)cc(=O)oc2c1)NCc1cccs1,1741,1205
O=C(Nc1ccc(F)c(F)c1)c1ccc(F)c(S(=O)(=O)N2CCC3(CC2)OCCO3)c1,1934,1554
CCSc1nc(-c2ccccc2)c2cc(Cl)ccc2n1,1923,1765
O=C(NN=C1C2CC3CC(C2)CC1C3)c1cccc(S(=O)(=O)N2CCOCC2)c1,2123,1795
CCN(CC)c1nc(-c2ccccn2)nc(-c2ccccc2)c1C#N,1751,1614
CCO[C@@H]1OC(C(=O)N2CCCCCCC2)=C[C@H](C2CCCCC2)[C@H]1CCCO,1862,1638
COC(=O)CNC(=O)COC(=O)c1ccc(OC)c([N+](=O)[O-])c1,1929,1700
CCOC(=O)CCc1c(C)nc2c(c(C)nn2C(C)(C)C)c1C,1652,1689
COc1cccc(-c2cc(C(F)(F)F)nc(-n3cc(C)cn3)n2)c1,2234,1537
COc1ccc(CN2CCN(Cc3csc(C(C)=O)c3)CC2CCO)c(C)c1C (stereo unspecified),1492,1604
CCN(CC)c1nc(Oc2ccc(C(=O)OC)cc2)nc(N2CCOCC2)n1,1770,1655
Cc1ccc(OCCCN2CCOCC2)c([N+](=O)[O-])c1,2067,1622
CC(C)C(=O)Nc1ccc(N2CCCC2)c(Cl)c1,1866,1311
CCNC(=O)CN(c1ccccc1OC)S(=O)(=O)c1cccs1,1796,1410
COc1cccc(C2C=C(Nc3ccccc3)C(=O)N2c2ccccc2)c1 (stereo unspecified),1917,1436
O=C(CN1C(=O)NC2(CCCCCC2)C1=O)N1CCN(S(=O)(=O)c2ccccc2)CC1,1872,1624

# (listing goes on)
SMILES,SRC1 TRFRET art,SRC3 TRFRET art
Cc1ccc([N+](=O)[O-])c(NC2OC(CO)C(O)C2O)c1 (stereo unspecified),1973,1399
Cc1cccc2c1N(C(=O)CN1C(=O)c3ccccc3C1=O)C(C)(C)c1ssc(=S)c1-2,1677,1452
COc1ccc2c(c1)c(=O)c(C(=O)c1ccc(Cl)cc1)cn2CC(=O)Nc1ccc(F)cc1,1868,1930
CCCCC/C=N\NC(=O)Cc1ccc([N+](=O)[O-])cc1,1676,1626
CCOC(=O)c1c(NC(=S)NCC2CCCO2)sc(C)c1C (stereo unspecified),1647,1486
CCOC(=O)c1ccc(N/C=C\C(=O)c2cccc(OC)c2)cc1,1829,1970
O=Cc1ccc(-c2cc(Cl)ccc2Cl)[nH]1,1862,1688
CC(NC(=O)COC(=O)/C=C/c1ccco1)c1ccccc1 (stereo unspecified),2078,1586
COC(=O)c1ccc(NC(=O)CN2CCN(c3ccccn3)CC2)cc1,1614,1402
O=[N+]([O-])c1ccc(Nc2ccccc2)nc1,1805,1501
Cc1ccccc1/C=C1\SC(=S)N(/N=C/c2cc([N+](=O)[O-])ccc2O)C1=O,1872,1708
CCOC(=O)C1=C(C)NC(=O)NC1c1cccs1 (stereo unspecified),1999,1658
COc1ccc(C(C(=O)NCC2CCCO2)N(C(=O)CNC(=O)c2cccs2)c2ccccc2C)cc1OC (stereo unspecified),1618,1582
Cc1cc2ncc(S(=O)(=O)c3ccccc3)c(N)n2n1,1968,1377
CC1CN(C(=S)c2cccc([N+](=O)[O-])c2)CC(C)O1 (stereo unspecified),2022,1872
CC(OC(=O)c1cc2c(s1)CCCCC2)C(=O)NC(N)=O (stereo unspecified),1732,1603
Cc1ccc(NC(=O)CSc2nc(C)c(Cc3ccccc3)c(=O)[nH]2)cc1,1620,1551
COC(=O)c1ccc(CN2C(=O)c3ccccc3S2(=O)=O)cc1,1312,1774
O=C(CNC(=O)C12CC3CC(CC(C3)C1)C2)OCc1cc(=O)n2cc(Br)ccc2n1,1622,1696
O=c1c2c(nc3nc(NCc4ccc(Cl)cc4)[nH]n13)CCC2,1587,1470
CCOC(=O)c1sc(NC(=O)CCCn2nc([N+](=O)[O-])c(Cl)c2C)c(C(=O)OCC)c1C,1865,1620
COc1ccc(N2CCN(C(=O)c3ccc4c(Cl)c5c(nc4c3)CCCC5)CC2)cc1,1799,1728
CCOC(=O)c1c(NC(=O)C2C3C=CC(C3)C2C(=O)O)sc2c1CCC(CC)C2 (stereo unspecified),2140,1692
COC(=O)c1sc2nc(SCc3ccccc3C)n(N)c(=O)c2c1C,1770,1319
O=C(CSc1ccccn1)Nc1ccc(F)c([N+](=O)[O-])c1,1648,1566

# Additional compounds follow.
SMILES,SRC1 TRFRET art,SRC3 TRFRET art
COC(=O)c1cccn(CC(=O)c2ccc(Cl)cc2)c1=O,1826,1610
CCN(CC)C(=O)NC1CC(=O)N(c2ccc(OC)cc2)C1 (stereo unspecified),1624,1606
Cn1cc2c(=O)n(/N=C/c3ccccc3)cnc2n1,2021,1509
COc1cc(C)c(Br)cc1S(=O)(=O)NCCCN1CCOCC1,1550,1441
O=C(c1ccc(Cl)c([N+](=O)[O-])c1)N1CCN(c2ccccc2)CC1,1515,1747
CN(Cc1ccccc1)C(=O)C1CCN(Cc2ccc(F)cc2)CC1,1699,1615
O=[N+]([O-])c1cccc(-c2nnc(SCc3cccnc3)o2)c1,1670,1574
NNc1nc(-c2ccccc2Cl)nc2sc3c(c12)CCCC3,1803,1658
Cc1csc(NC(=O)c2nn(C)c(C)c2[N+](=O)[O-])n1,1945,1469
C=CCn1cccc(C(=O)Nc2ccc(OC)cc2)c1=O,1773,1536
O=C(COC(=O)c1cccnc1Cl)NCc1ccc2c(c1)OCO2,1767,1672
O=C(c1cc(COc2ccc3ncccc3c2)on1)N1CCCC(O)C1 (stereo unspecified),1809,1499
Cc1cc(Br)ccc1SCC(=O)Nc1cccnc1,2126,1721
O=C(Nc1cccnc1)c1ccc2nc(-c3ccccc3)c(-c3ccccc3)nc2c1,1377,1458
Cc1ccc(-n2c(SCC(=O)O)nc3sc4c(c3c2=O)CCCC4)cc1,1557,1505
COc1cccc(-n2nc3c(=O)n(Cc4ccccc4Cl)nc(C)c3c2C)c1,1891,1422
NC(=O)c1c(N)sc2c1CCC2,2262,1538
CCC(=O)N1N=C(c2ccc(C)o2)CC1c1ccc(OC)cc1 (stereo unspecified),1840,1478
CCOCc1[nH]c(=S)[nH]c(=O)c1Cc1ccc(OC(C)C)cc1,1636,1652
COc1cc(C(=O)Nc2nnc(C3CC3)s2)ccc1OCc1c(C)noc1C,1998,1853
CC(=O)NC(CC(=O)OCC(=O)c1c(N)n(C)c(=O)n(C)c1=O)c1ccccc1 (stereo unspecified),2120,1619

# Among those listed so far, 13 contain two or more sulfur atoms:
SMILES,SRC1 TRFRET art,SRC3 TRFRET art
Cc1ccc(-c2csc3nc(CSc4nnc(-c5ccc(Cl)cc5)n4C)[nH]c(=O)c23)cc1,1800,1628
Cc1ccc(N=C2NC(=O)/C(=C/c3cccs3)S2)cc1C,1826,1463
CCSc1nnc(NC(=O)CSc2nnc(CNC(=O)c3ccc(OC)cc3)o2)s1,1921,1696
O=C(CN1C(=O)CSc2ccc(S(=O)(=O)N3CCCCC3)cc21)NCc1cccnc1,1719,1635
O=c1[nH]c(S)nc2sc3c(c12)CCCC3,2564*,2183*
O=C(CSc1nnc(NC(=O)c2c(F)cccc2F)s1)Nc1ccc(F)cc1,1508,1566
Cc1ccc(NC(=O)C2=C(c3ccccc3)S(=O)(=O)CCS2(=O)=O)cc1,1758,1769
CCNC(=O)CN(c1ccccc1OC)S(=O)(=O)c1cccs1,1796,1410
Cc1cccc2c1N(C(=O)CN1C(=O)c3ccccc3C1=O)C(C)(C)c1ssc(=S)c1-2,1677,1452
CCOC(=O)c1c(NC(=S)NCC2CCCO2)sc(C)c1C (stereo unspecified),1647,1486
Cc1ccccc1/C=C1\SC(=S)N(/N=C/c2cc([N+](=O)[O-])ccc2O)C1=O,1872,1708
COC(=O)c1sc2nc(SCc3ccccc3C)n(N)c(=O)c2c1C,1770,1319
Cc1ccc(-n2c(SCC(=O)O)nc3sc4c(c3c2=O)CCCC4)cc1,1557,1505
